High-throughput results as filed in PubChem BioAssay.
mcGAS MS inh = inhibitors of mouse cGAS; Q8C6L5; recombinant mouse cGAS, cGAMP by RapidFire MS; inhibition, % at 12.5 µM; 130,000 tested, 0.18% active; AID 1259397;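 active = inhibition of cGAS enzyme activity at or above 60%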;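 note: enzyme stimulated by 45 bp dsDNA with ATP and GTP substrates; cGAMP share of summed cGAMP plus half ATP and half GTP signals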
Target sequence (Q8C6L5 whole entry, looked up): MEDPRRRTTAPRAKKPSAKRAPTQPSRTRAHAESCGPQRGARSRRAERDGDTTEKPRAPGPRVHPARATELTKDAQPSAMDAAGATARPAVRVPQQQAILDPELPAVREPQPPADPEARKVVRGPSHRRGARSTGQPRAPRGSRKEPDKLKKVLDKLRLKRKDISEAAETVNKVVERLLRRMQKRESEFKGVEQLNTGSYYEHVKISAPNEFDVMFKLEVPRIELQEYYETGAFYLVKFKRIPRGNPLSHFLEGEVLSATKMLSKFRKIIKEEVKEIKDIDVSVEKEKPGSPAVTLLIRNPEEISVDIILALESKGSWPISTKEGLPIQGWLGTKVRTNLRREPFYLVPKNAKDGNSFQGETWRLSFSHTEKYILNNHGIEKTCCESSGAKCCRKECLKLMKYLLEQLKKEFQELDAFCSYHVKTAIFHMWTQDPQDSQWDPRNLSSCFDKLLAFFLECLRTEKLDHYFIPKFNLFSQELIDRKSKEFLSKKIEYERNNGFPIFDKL
Numbers without * were called inactive; & = joins results of further samples.

SMILES	mcGAS MS inh
CCCCn1c(=O)c2c(nc3n2CCCN3Cc2ccccc2)n(C)c1=O	-6.7
Cc1cc(CNC(=O)NC2CCCc3cc(OC(F)F)ccc32)no1 (stereo not given)	-1.0
CCN(CC(F)(F)F)C(=O)C1CCCN(C(=O)c2ccc[nH]2)C1 (stereo not given)	-6.7
Cc1nc(-c2cccs2)n(CC(=O)N[C@@H]2C[C@H]3CC[C@@H]2C3)c1C	-14.0
CCCn1c(SCc2nc3scc(-c4ccc(C)s4)c3c(=O)[nH]2)n[nH]c1=O	-2.3
Cc1ccc(NC(=O)CN(C)C(=O)Cn2c(=O)oc3cc(Cl)ccc32)cc1	-21.5
S=c1oc(-c2ccccc2)nn1CN1CCN(Cc2ccccc2)CC1	4.3
CC1CC(Nc2nc3c(c(=O)[nH]c(=O)n3C)n2CCCc2ccccc2)CC(C)(C)C1 (stereo not given)	-5.6
O=c1cc(CO)occ1O	10.6
COCC(=O)Nc1ccc(C)cc1-c1nc(C2CC2)no1	-5.5
O=S(=O)(NCC1Cc2ccccc2O1)N1CCCCCC1 (stereo not given)	-14.3
NC(=O)c1ccccc1-c1cccc(C(=O)O)c1	-7.6
Cc1ccc(NC(=O)Cn2nc(C3CC3)c3cnn(-c4ccccc4C)c3c2=O)cc1Cl	-5.8
COc1ccccc1-n1ncc2c(C(C)C)n[nH]c(=S)c21	-5.0
N[C@H](C(=O)O)c1ccc(O)c(C(=O)O)c1	9.8

Structural class: the entries above containing a thiophene ring, fused or not (2)
SMILES	mcGAS MS inh
Cc1nc(-c2cccs2)n(CC(=O)N[C@@H]2C[C@H]3CC[C@@H]2C3)c1C	-14.0
CCCn1c(SCc2nc3scc(-c4ccc(C)s4)c3c(=O)[nH]2)n[nH]c1=O	-2.3

(listing goes on)
SMILES	mcGAS MS inh
CN(CCCC1CCCO1)Cc1ccc2c(c1)OCCO2 (stereo not given)	-2.9
c1cc(CSc2ccc(-c3ccc4c(c3)OCO4)nn2)ccn1	-10.9
COc1ccccc1C=C1N=C(c2ccc3c(c2)OCO3)OC1=O	0.4
COc1cccc(NC(=O)N(Cc2ccoc2)C2CCCCC2)c1	-5.6
COCC(=O)Nn1cnc2c(cnn2-c2ccccc2)c1=O	-2.6
COc1ccccc1C(C)NC(=O)CN1CCCC(C(=O)Nc2ccccc2)C1 (stereo not given)	-8.7
O=C(CN1CC2CN3CCCCC3C2C1)NCC1CC1 (stereo not given)	-5.3
FC(F)Oc1ccc(Cl)c2ccccc12	-5.9
Cc1cc(C)cc(C(C)NC(=O)NCc2c(C)noc2C)c1 (stereo not given)	-8.4
COCCOC1CCN(Cc2cn(C)nc2-c2ccc(C3CCCCC3)cc2)CC1	-3.5
CCCCn1c(=N)c(C#N)cc2c(=O)n3cc(C)ccc3nc21	3.1
CC(N)C1CC2CCC1C2 (stereo not given)	-14.6
CC/C(=N/NC(=O)COc1ccc([N+](=O)[O-])cc1)c1ccc(Br)s1	-2.4
COc1cc(C(=O)NC(C)c2ccc(O)c(F)c2)ccn1 (stereo not given)	-10.3
CCN1C(=O)NC(c2ccc(Cl)cc2)C(C(=O)OCCOc2ccccc2)=C1C (stereo not given)	-2.3

Another view of part of the listing above.
| molecule | mcGAS MS inh |
| --- | --- |
| Cc1cc(C)cc(C(C)NC(=O)NCc2c(C)noc2C)c1 (stereo not given) | -8.4 |
| COCCOC1CCN(Cc2cn(C)nc2-c2ccc(C3CCCCC3)cc2)CC1 | -3.5 |
| CCCCn1c(=N)c(C#N)cc2c(=O)n3cc(C)ccc3nc21 | 3.1 |
| CC(N)C1CC2CCC1C2 (stereo not given) | -14.6 |

Returning to the listing; the 5 compounds before the break are reprinted first.
SMILES	mcGAS MS inh
CCCCn1c(=N)c(C#N)cc2c(=O)n3cc(C)ccc3nc21	3.1
CC(N)C1CC2CCC1C2 (stereo not given)	-14.6
CC/C(=N/NC(=O)COc1ccc([N+](=O)[O-])cc1)c1ccc(Br)s1	-2.4
COc1cc(C(=O)NC(C)c2ccc(O)c(F)c2)ccn1 (stereo not given)	-10.3
CCN1C(=O)NC(c2ccc(Cl)cc2)C(C(=O)OCCOc2ccccc2)=C1C (stereo not given)	-2.3
CC(=O)c1ccc(N2C[C@@H]3CN(c4ncccn4)C[C@]3(C(=O)O)C2)nc1	6.8
O=C(c1nc2ccccn2c1CNC[C@H]1C[C@H]2C=C[C@H]1C21CC1)N1CCCC1	-5.8&-3.9
Cc1ccc(Cn2c(=O)c(N(C)C)c(N)n(C)c2=O)cc1	7.1
CN1CCC(NC(=S)N2CCC(COc3ccccc3)CC2)CC1	-8.3
Cc1ccc(-c2ccc(=O)n(CCCNC(=O)C3CC3)n2)cc1	2.4
O=S(=O)(c1cccs1)N1CCCCCC1	11.0
N#CCOc1ccc2c(c1)[nH]c1ccccc12	-3.6
CCOC(=O)COc1ccc(Cl)cc1-c1ccnn1-c1ccccc1	-6.3
O=C(CCC1CCCN(Cc2ccc3nsnc3c2)C1)NCc1ccccc1Cl (stereo not given)	-6.7
COc1ccc2c(c1)OCC(C1Nc3ccccc3C(=O)N1C1CC1)=C2 (stereo not given)	0.4
CC(C)c1ccc(C(C)NC(=O)c2cccn2C)cc1 (stereo not given)	-15.6
Cc1cc(-c2ccc(-c3ccn[nH]3)cc2)nc(N)n1	-15.9
Cc1ccc(CN2CCOCC2)cc1NC(=O)Cc1ccc(F)cc1	-9.9
CSc1nc(-c2ccco2)nn1C(=O)c1cccs1	10.0
Cn1c(=O)c2c(ncn2CC(=O)Nc2ccnn2C2CCCC2)n(C)c1=O	-3.9
CCOc1ccc(-c2nc(C(N)=O)c3[nH]c(=O)n(-c4cccc(OC)c4)c3n2)cc1OC	-4.4
O=C(O)CNC(=O)C1CC1	-1.4
C=CC[C@@H]1CC=C[C@@H](C)N1C(=O)C1(Cn2cccn2)CC1	-20.7
Cc1cc(NC(=O)Cn2c3c(sc2=O)CCCCC3)n(C)n1	5.1
NS(=O)(=O)c1nn2cc(-c3ccccc3)nc2s1	1.4
O=C(NCCn1cc(SCC(=O)N2CCOCC2)c2ccccc21)c1ccc(Cl)cc1	-9.5
N#Cc1cccc(S(=O)(=O)NC2CCC3CCCCC3C2)c1 (stereo not given)	-2.4
C#CC(C)(CC)NC(=O)c1cc2ncc(Br)cn2n1 (stereo not given)	-13.8
CC1CN(C(=O)C(=O)Nc2ccc(F)c(C#N)c2)CC(C)(C)O1 (stereo not given)	9.0
Oc1c2cccnc2cn1CCC(c1ccccc1)c1ccco1 (stereo not given)	-14.3
COC(=O)CC(NC(=O)c1cc2ccccc2oc1=O)c1ccccc1 (stereo not given)	-2.9
O=C(COc1ccc(Cl)cc1)NNC(=O)C1COc2ccccc2O1 (stereo not given)	-4.1
CC(=O)c1ccc(N2CCOc3c(O)cc(-c4nc(C)cnc4C)cc3C2)nc1	-18.8
Cc1nc(C)c(CC(=O)N2CCC(O)(c3ccccc3C)C2)c(=O)[nH]1 (stereo not given)	-12.8
CN1CCC2(CCN(C(=O)CN3CCNCC3)CC2)C1	-9.4
COC(=O)c1cn(CC(=O)Nc2ccc(OC(F)F)cc2)c(C)n1	2.1
CN(CCC(=O)NC(N)=O)c1ccc(C(C)(C)C)cc1	-21.7
Oc1ccc2ccccc2c1N=Nc1ncn[nH]1	50.9
COc1ccc(C(=O)O)cc1S(=O)(=O)Nc1ccccc1C(=O)N1CCOCC1	0.2
CCOC(=O)c1nn(-c2ccccc2Cl)c(=O)cc1OCC(=O)Nc1ccc(Cl)cc1	-6.3
CC(=O)NCCC1=CCCN(Cc2cc(C(F)(F)F)ccc2F)C1	-14.7
CCCC(NC)c1ccccn1 (stereo not given)	-2.7
Cc1nn(-c2ccccc2)c(C)c1C(=O)N1CCN(S(=O)(=O)c2cc(Cl)ccc2Cl)CC1	-4.1
O=C(Nc1ccc(-c2ccn[nH]2)cc1)C1CCCN(Cc2ccon2)C1 (stereo not given)	-2.3
CC1CN(c2ccc(CNc3snc(Cl)c3C#N)cn2)CCO1 (stereo not given)	11.5
Nc1nc2cccc(Cl)c2n1Cc1ccccc1	1.0
N#CCOc1ccc(Cn2cnc3c(oc4ccccc43)c2=O)cc1	5.7
CCCC(=O)NCC(=O)N1CCCC1(C)C	-9.4
COC(=O)Cc1cc(=O)n2[nH]c(C)c(-c3ccc(Cl)cc3)c2n1	0.9
O=C1CC(c2ccccc2)Cc2nc(N3CCN(c4ccccn4)CC3)ncc21 (stereo not given)	-6.1
C/C(=C\c1ccccc1)c1c(-c2ccccc2)ncn1CC(O)CO (stereo not given)	-12.3
COc1ccc(Br)cc1C1CC(c2ccc(F)cc2)=Nc2ncnn21 (stereo not given)	-0.9
OCC1(Cc2ccccc2Cl)CCN(CC#Cc2ccccc2)CC1	-14.5
CC(C)CNC(=O)NC(=O)C(C)Sc1nnnn1C1CC1 (stereo not given)	-1.8
COCCN1CCCC(O)(CN2CCC(c3nc(C(C)C)no3)CC2)C1=O (stereo not given)	-12.5
Cc1ccc(CN(C)Cc2cnc(S(C)(=O)=O)n2CC2CCCO2)o1 (stereo not given)	-6.2
Clc1ccc(Cn2cc(-c3nc(-c4ccc5nc[nH]c5c4)no3)nn2)cc1	-6.6
Cc1cccnc1CN1CCN(C(=O)c2cc(C(C)C)on2)CC1	-36.8
COc1ccc(NS(=O)(=O)c2ccc3c(c2)OCCO3)cc1OC	-4.6
COc1cc2c(Nc3ccc(NC(=O)c4ccccc4)cc3)ncnc2cc1OCCCN1CCOCC1	-7.6
NCC1CC(=O)N(c2ccccc2)C1 (stereo not given)	-5.5
C=CCN(CC#Cc1ccccc1)C(=O)c1coc2c1C(=O)CCC2	-8.4
COCCN(Cc1ccc(C)cc1)Cc1ccccn1	-12.2
Oc1c(C(Nc2ccccn2)c2cccnc2)ccc2cccnc12 (stereo not given)	0.9
CCN(CCn1cccn1)c1nc2nonc2nc1NCc1cccs1	-11.9&-0.5
The list continues.
SMILES	mcGAS MS inh
Cn1nnc(NCc2ccc(OCc3ccccc3)cc2)n1	-11.0
CCN(C)c1cccc(NC(=O)NCC2(O)CCN(C)CC2)c1	2.2
CC1CN(C(=O)Cn2cnc3c(nnn3C)c2=O)CC(C)O1 (stereo not given)	-3.2
Cc1ccc2c(c1)N(C(=O)c1cn(C)nc1C)CC(C)O2 (stereo not given)	-10.1
CNc1snc(C)c1C(=O)N1CCC(Oc2cc(C)ccc2C)CC1	15.8
CN1CC2(CCN(C(=O)CCc3nc4ccccc4[nH]3)C2)OC1=O (stereo not given)	-28.2
CCOc1ccc(NC(=O)CSc2nnc(NC(=O)c3ccccc3C(F)(F)F)s2)cc1	4.8
COC(=O)Nc1cccc[n+]1C	21.1
COc1cc(-c2cnc(NC(C)=O)cn2)ccc1O	1.1
CCn1c(C2CCCN(C(=O)c3ccc4c(c3)nnn4C)C2)nn(C)c1=O (stereo not given)	-28.5
c1ccc(C2=NN3C(C2)c2ccccc2OC32CCCC2)cc1 (stereo not given)	-2.6
O=C(O)c1ccc(N2C(=O)C3C4C=CC(O4)C3C2=O)cc1 (stereo not given)	0.8
COc1cc(C(c2cc(Cl)c3cccnc3c2O)N2CCCC2)cc(OC)c1OC (stereo not given)	-0.4
CC(NC(=O)c1c(F)cccc1Cl)c1ccc(Cl)s1 (stereo not given)	-1.2
Cc1cc(C)c(C(O)c2ncc(-c3cccc4ccccc34)[nH]2)c(C)c1 (stereo not given)	-3.1

Reformatted: results already given.
CCn1c(C2CCCN(C(=O)c3ccc4c(c3)nnn4C)C2)nn(C)c1=O (stereo not given)
  mcGAS MS inh = -28.5

c1ccc(C2=NN3C(C2)c2ccccc2OC32CCCC2)cc1 (stereo not given)
  mcGAS MS inh = -2.6

O=C(O)c1ccc(N2C(=O)C3C4C=CC(O4)C3C2=O)cc1 (stereo not given)
  mcGAS MS inh = 0.8

Continued.
SMILES	mcGAS MS inh
COc1ccc(NC(=O)C2(C)CCN2C(=O)CC2CCCC2)cc1OC (stereo not given)	-1.1
Cc1ccc(-n2nc3c(c2NC(=O)c2cccc4ccccc24)CS(=O)(=O)C3)cc1	0.7
COc1ccccc1-c1nc(C(=O)NNC(=O)C2CCCC2)cs1	-1.6
COc1ccc(OC)c(CNCc2c(C)nc3ccccn23)c1	-2.6
Cc1nn(C2CCCCC2)c2c1C(c1ccc3c(c1)nnn3C)CC(=O)N2 (stereo not given)	-8.5
O=C1CC2(CCCC2)C(=O)N1Cc1nnc(-c2ccc(Br)cc2)o1	-4.3
CCCn1cc(SCC(N)=O)c2ccccc21	-9.7
CN(Cc1ccc(F)cc1)C(=O)c1cnn(-c2ccc(=O)[nH]n2)c1C(F)(F)F	-12.6
Cc1cccn2c(=O)cc(CN3CCCC3c3cccs3)nc12 (stereo not given)	2.1
Cc1[nH]nc(C(=O)N2CCCC2Cc2cccc(F)c2)c1Br (stereo not given)	-17.0
N#CC1(c2ccccc2)CCC2(CC1)Nc1ccccc1C(=O)N2CCCN1CCOCC1 (stereo not given)	-4.8
O=C(Nc1cccc(-c2ncn[nH]2)c1)C1CCN(c2cnccn2)CC1	-14.8
CCn1nnc2c(N3CCN(c4ccc(OC)cc4)CC3)ncnc21	-10.6
O=C(c1cccc(C(F)(F)F)c1)C1CCCN(C(=O)c2ccoc2)C1 (stereo not given)	-6.9
O=C(CSc1n[nH]c(C2CC2)n1)N1CCN(Cc2ccc(Cl)s2)CC1	1.8
CC(C)Cc1nnc(NC(=O)C2=NN(C3CCS(=O)(=O)C3)C(=O)CC2)s1 (stereo not given)	-11.5
O=C(c1ccccc1-c1ncn[nH]1)N1CCOC(c2ccc(Cl)cc2)C1 (stereo not given)	-11.4
CC(C)NC(=O)[C@@H]1C[C@@H](n2cc(-c3cccc(Cl)c3)nn2)CN1	-41.3
Cc1cc(=O)c(C(=O)Nc2nccs2)nn1-c1cccc(C(F)(F)F)c1	-3.3
CC1CCCN(C(=O)CCN2CCC(c3cccc(O)c3)CC2)C1 (stereo not given)	-32.3
CCn1c(C)cc(C(=O)N2CC(c3cccnc3)C2)c1C	-4.3
CCOC(=O)c1c(C)[nH]c(C(=O)CN2C(=O)NC(C)(CC(C)C)C2=O)c1C (stereo not given)	4.2
COc1ccccc1OCCOc1ccc(Cl)cc1Cl	-6.5
Cc1ccc(CNC(=O)CN2CCSC3COCCC32)cc1 (stereo not given)	-5.4

An excerpt, so the mix of outcomes need not match the whole.
